Screening results from PubChem.
TAAR1 antag: antagonists of human TAAR1; actives 1.5% (n = 360,000); Q96RJ0; CHO RD-HGA16 TAAR1, Fluo-8 calcium fluorescence, antagonist; inhibition, % at 3 µM;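 active = inhibition above a per-plate cutoff, the mean inhibition of test compounds on that plate plus 3 SD, cut at about 49% in these data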;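 also: 0% = DMSO plus EC80 beta-PEA response and 100% = DMSO alone without agonist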
Target sequence (Q96RJ0 whole entry, looked up): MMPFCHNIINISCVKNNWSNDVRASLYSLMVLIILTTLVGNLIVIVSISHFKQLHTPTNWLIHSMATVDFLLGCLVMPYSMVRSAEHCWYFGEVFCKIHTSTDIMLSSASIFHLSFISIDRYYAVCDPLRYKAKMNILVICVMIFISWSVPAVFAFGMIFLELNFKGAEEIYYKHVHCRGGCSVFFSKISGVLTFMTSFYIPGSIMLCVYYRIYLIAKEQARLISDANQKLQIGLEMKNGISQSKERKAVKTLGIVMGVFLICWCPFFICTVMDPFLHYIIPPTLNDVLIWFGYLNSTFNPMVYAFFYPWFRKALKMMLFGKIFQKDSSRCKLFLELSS
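Test system: CHO RD-HGA16 cells bearing hTAAR1 | Reagent: β-PEA, EC80 | Compound dosing: 3 µM, single point | Schedule: Dye loading 75 min at 37 °C, then 30 min room temperature | Signal: Calcium fluorescence with Fluo-8 | Evaluation: Percent inhibition of PEA-evoked calcium signal, max/basal emission ratio | Control set: DMSO-only wells and EC80 β-PEA-stimulated wells | Repeats: Singlicate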
CRFBP-R2 block: CRF-BP/CRF-R2 complex antagonism | HEK293 CRF-R2/CRF-BP, CRF-induced calcium fluorescence | inhibition, % at 11.8 µM | actives 0.59% (n = 350,000);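 active = inhibition of the ligand-induced calcium signal above about 50% at the single tested concentration, limit read from the data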
TAAR1 agonist: human TAAR1 agonism | CHO RD-HGA16 TAAR1, Fluo-8 calcium fluorescence; vehicle wells 0%, saturating PEA agonist 100% | activation, % at 3 µM | actives 0.99% (n = 360,000);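 active = activation above the mean activation of all test compounds in the run plus 3 SD, cut at about 38% in these data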
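Test system: RD-HGA16 (CHO) cells co-expressing Gα16 and hTAAR1 | Doses: Single dose, 3 µM | Schedule: 17-24 h seeding, 75 min 37 °C dye, 30 min RT | Evaluation: % activation from peak over basal fluorescence ratio, DMSO-to-PEA scaled | Technique: Kinetic Fluo-8 calcium fluorescence | Benchmarks: Low control DMSO, high control PEA (EC100)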
CRFBP-R2 agonist: agonists of human CRF-binding protein/CRF-R2 receptor complex. actives 0.46% (n = 350,000). HEK293 CRF-R2/CRF-BP, calcium dye fluorescence (FLIPR); percent of saturating CRF peptide response. activation, % at 13.2 µM;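 active = activation of at least 50%, plus an integration ratio under a set limit after plate pattern correction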;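 also: plate controls were neutral control wells without compound for no effect and CRF at EC100 for full effect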
CHRM5 agonist: agonists of human muscarinic M5 receptor (CHRM5); CHO-K1 hM5 cells, Fluo-8 calcium fluorescence; 0% DMSO wells, 100% maximal acetylcholine response; AID 624037; actives 0.19% (n = 360,000); activation, % at 3 µM; P08912;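 active = activation above the run's mean over test compounds plus 3 SD, cut at about 23% in these data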;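 also: signal is peak over basal fluorescence ratio across the kinetic read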
M5 PAM: positive allosteric modulators of human muscarinic M5 receptor. P08912. CHO-K1 hM5, Fluo-8 calcium, ACh EC20 PAM; 0% = ACh EC20, 100% = ACh EC100. activation, % at 3 µM. actives 0.3% (n = 360,000). AID 624038;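 active = activation above the run cutoff, the mean activation of all test compounds plus 3 SD, cut at about 18% in these data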
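Test system: CHO-K1 hM5 cells / Doses: single-point, 3 µM nominal / Times: Post-acetylcholine fluorescence recording 140 s / Technique: Fluo-8 calcium fluorescence / Measure: Max/basal fluorescence ratio as % of EC20–EC100 ACh window / Benchmarks: low control EC20 acetylcholine (0%), high control EC100 acetylcholine (100%) / Replicates: one well per compound, no replicates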
M5 antag: CHRM5 antagonism in calcium assay; CHO-hM5 cells, Fluo-8 calcium fluorescence, ACh EC80; inhibition, % at 3 µM; actives 0.59% (n = 360,000);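 active = inhibition above a per-plate cutoff, the mean of that plate's test compounds plus 3 SD, cut at about 27% in these data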;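 also: 0% = acetylcholine EC80 with DMSO and 100% = DMSO without agonist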
CHRM4 PAM: positive allosteric modulators of human muscarinic M4 receptor. P08173. CHO-K1 hM4/Gqi5, Fluo-8 calcium fluorescence, ACh EC20; 0% = ACh EC20, 100% = maximal ACh. activation, % at 3 µM. actives 0.4% (n = 360,000). AID 624126;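 active = activation above its plate's cutoff, the mean activation of sample wells plus 3 SD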; also: some results filed as inactive read as strong as hits
Target sequence (P08173 whole entry, looked up): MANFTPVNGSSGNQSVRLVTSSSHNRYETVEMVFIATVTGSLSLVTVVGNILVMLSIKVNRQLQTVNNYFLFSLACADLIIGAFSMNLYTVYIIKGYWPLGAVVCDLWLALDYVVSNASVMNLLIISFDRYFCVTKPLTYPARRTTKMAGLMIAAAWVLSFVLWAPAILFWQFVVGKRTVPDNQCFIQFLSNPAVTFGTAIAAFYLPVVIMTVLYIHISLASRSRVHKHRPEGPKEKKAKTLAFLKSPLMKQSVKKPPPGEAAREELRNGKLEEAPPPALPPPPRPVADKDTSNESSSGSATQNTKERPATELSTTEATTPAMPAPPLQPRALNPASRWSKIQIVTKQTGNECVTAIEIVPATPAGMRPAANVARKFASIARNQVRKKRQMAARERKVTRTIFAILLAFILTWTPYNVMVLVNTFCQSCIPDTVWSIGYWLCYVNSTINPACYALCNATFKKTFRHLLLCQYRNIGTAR
M1 PAM parental: counter-screen for M1 PAMs: effect in parental CHO-K1 cells; ATP EC20, Fluo-8 calcium fluorescence; 0% at ATP EC20, 100% at ATP max; actives 0.02% (n = 360,000); activation, % at 3 µM;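 active = activation above the run cutoff, the mean activation of all test compounds plus 3 SD, cut at about 40% in these data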;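 also: peak over basal fluorescence ratio in a 140 s read after ATP addition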
Active calls of the source: *; x = not tested or not shown.

Fields – TAAR1 antag, CRFBP-R2 block, TAAR1 agonist, CRFBP-R2 agonist, CHRM5 agonist, M5 PAM, M5 antag, CHRM4 PAM, M1 PAM parental
> O=C(CN(CCc1ccccc1)Cc1ccccc1)Oc1ccccc1P(=O)(O)O
→ 4, -11, -1, 0.6, -7, 7, 7, -3, -4
> Cc1ccccc1NC(=O)Cc1nnc(SCC(=O)N2CCOCC2)n1C
→ -18, 0, 1, -0.8, 0, -4, 16, 2, -2
> O=C(Cn1cncn1)N/N=C/c1cccc2ccccc12
→ 0, 8, 3, -3.0, -2, -2, 3, 0, 23
> Cc1ccc(F)cc1NC(=O)C1CCCN(c2ncccn2)C1 (stereo not drawn)
→ -21, -5, 6, 0.8, -2, -2, 1, 4, 20
> C=CCn1c(CNC(=O)c2cccs2)n[nH]c1=S
→ 1, -23, -2, 0.4, 0, -1, -3, 1, 15
> O=C(O)c1n[nH]c2c1CCCC2
→ 8, 6, 0, -0.5, 1, 1, -4, 9, 12
> CCOC1(NC(=O)c2ccccc2)C(C)=CC(=O)C=C1C
→ -2, 27, 1, -0.4, -2, 0, 0, -2, 15
> COC(=O)c1ccccc1NC(=O)COC(=O)CSc1nnc(N)s1
→ 27, 0, 3, -0.2, 4, 1, 1, -3, -7
> O=C(N/N=C/c1cccc(O)c1)c1csc2ccccc12
→ -5, 10, 17, -2.2, -2, -12, 5, -6, 24
> O=C(NNc1ccccc1[N+](=O)[O-])Nc1ccc(F)cc1F
→ -13, -8, 1, -1.5, 2, 2, 5, -6, 10
> C=CCn1c(SCc2ccc(F)cc2)nnc1-c1sc2nc(C)cc(C)c2c1N
→ -17, -6, 2, -1.7, -1, 6, -11, 4, 2
> CCOc1ncccc1C(=O)Nc1nnc(C(CC)CC)s1
→ 6, -15, 5, -0.2, 0, 0, -15, 3, 24
> CSC1=NCCN1CCOc1ccccc1
→ 4, -14, 6, 0.3, -10, -1, -1, 8, 9
> CCCCn1c(=S)[nH]c2ncccc2c1=O
→ 18, -20, 6, 2.1, -7, -2, 1, 6, 18
> O=C(CN1CCN(c2cccc(Cl)c2)CC1)Nc1ccc(S(=O)(=O)N2CCOCC2)cc1
→ -4, 2, 9, -0.8, 3, -3, 11, -2, 4
> O=C(CSc1nnc(COc2ccccc2)o1)Nc1nccs1
→ 15, -1, -1, 0.4, 3, -1, 4, -6, 0
> COc1cc(COCC(O)CN2CCCCC2C)cc(OC)c1OC (stereo not drawn)
→ -13, 6, 1, 4.2, 1, -3, 8, -2, 17
> CCC(CC)NCc1ccc2c(c1)c1ccccc1n2CC
→ -10, -14, 8, -1.0, -6, -2, 13, -5, 25
> Cc1nn(-c2ccccc2)c(C)c1/C=N/NC(=O)CSc1nc2ccccc2c(=O)n1-c1ccc(Br)cc1
→ -2, -6, 2, 4.8, -1, 7, 8, 12, -2
> Cc1nn(CC(=O)NC2CCCCC2)c(C)c1[N+](=O)[O-]
→ -25, 11, 4, 6.7, -1, 1, 1, 7, 13
> Cc1nnc(-c2cnn(-c3ccccc3)c2N)n1Cc1ccncc1
→ 2, 4, 2, -1.1, -2, 0, -1, -8, 10
> CCOc1ccc(NC(=O)CSc2nc(N)c(-c3ccccc3)c(=O)[nH]2)cc1
→ 1, -9, 1, 1.1, -2, -8, 16, -1, -17
> CCCOc1ccc(-c2cnc(SCC(N)=O)nc2N)cc1
→ 4, -3, 0, 3.3, 0, 3, 8, 8, -4
> COc1ccc(CNC(=O)C(NS(=O)(=O)c2cccc3nsnc23)C(C)C)cc1 (stereo not drawn)
→ -11, 9, 1, 0.2, -4, -1, 1, 0, 5
> O=c1c2oc3ccccc3c2[nH]c(=S)n1-c1ccccc1
→ -7, -9, 1, 1.9, 0, -3, 8, 0, 20
> CCCCC(=O)Nc1nnc(-c2ccco2)o1
→ -11, 11, 3, 2.9, 6, -2, 7, 7, 11
> COCCNC(=O)C1CCCN(C(=O)COc2ccc(C(C)(C)C)cc2)CC1 (stereo not drawn)
→ 8, x, 2, x, 1, -2, 8, -1, -12
> CCOC(=O)c1cccc(NC(=O)Nc2ccc3c(c2)C(=O)OC3)c1
→ -2, 4, 2, 1.1, 2, 9, -2, 3, 9
> CCc1ccc(-n2c(SCC(=O)Nc3ccc(C(=O)O)cc3)nnc2-c2ccncc2)cc1
→ -15, -11, -1, -0.2, x, x, x, x, x
> O=C(COC(=O)C1=COCCO1)NCCCc1ccccc1
→ 5, -6, 2, -2.5, 2, -3, 1, 9, 15

Additional records follow.
Fields – TAAR1 antag, CRFBP-R2 block, TAAR1 agonist, CRFBP-R2 agonist, CHRM5 agonist, M5 PAM, M5 antag, CHRM4 PAM, M1 PAM parental
> CC(=O)Oc1ccc(-c2cccc(C(=O)N3CCCCC3)c2)cc1
→ -3, 7, 3, -0.7, 0, -3, 9, 6, 17
> Cc1[nH]c2ccccc2c1C(=O)CSC(=S)N(C)C
→ -8, -20, 5, 0.4, -1, -2, 3, -4, 21
> CCCOCCOC(=O)c1[nH]c2c(c1C)C(=O)CC(c1cc(OC)ccc1OC)C2 (stereo not drawn)
→ 47, 1, 1, 0.8, 1, -4, -1, -5, 5
> Cc1ccc(CC(=O)Nc2ccc([N+](=O)[O-])cc2C)cc1
→ 9, 28, 2, -0.7, -5, -3, 0, -1, -11
> c1ccc(Nc2nc(N3CCCCC3)nc(N3CCNCC3)n2)cc1
→ -13, -51, 29, -0.2, 1, -1, 5, 10, 14
> CCCCOCCCNC(=S)Nc1ccc(S(=O)(=O)N2CCOCC2)cc1
→ -26, 5, 5, 0.2, 6, -6, -2, -6, 11
> O=C1CC(c2ccccc2)CC(O)=C1C=NCc1ccccc1 (stereo not drawn)
→ -16, -20, -1, -0.6, -3, 4, -7, 0, 14
> COc1ccccc1N1CCN(C(c2cccs2)c2nnnn2C2CCCC2)CC1 (stereo not drawn)
→ -15, 7, 0, -1.3, -1, -5, 9, 4, 19
> COc1cc2[nH]c(=O)n(CCC(=O)N3CCc4ccccc4C3)c(=O)c2cc1OC
→ 8, -13, 1, -0.2, -7, 3, -6, 6, 14
> CCCCn1c(N)c(N(CC(C)C)C(=O)CCNC(=O)c2ccc(Cl)cc2)c(=O)[nH]c1=O
→ -10, 0, 2, 0.5, -1, -2, -2, -2, 8
> CCC(=O)N1CCCc2cc(S(=O)(=O)CCC(=O)Nc3ccccc3C)ccc21
→ -13, -9, 5, 1.7, 0, 1, 6, 0, 8
> CCOc1ccc(CCN2C(=O)C(=O)N([C@@H](CC(C)C)CN3CCC[C@@H]3CN3C(=O)C(=O)NC[C@@H]3Cc3ccccc3)C[C@@H]2Cc2ccc(O)cc2)cc1
→ 9, 4, 3, -0.6, -1, 0, 8, 2, 3
> CN(CC(=O)NCCc1ccc(S(N)(=O)=O)cc1)c1ccccc1
→ -2, 15, 15, -1.1, -1, 2, 7, -1, 19
> Cc1ccc(NC(=O)C2CC(Cl)=CCC2C(=O)O)c([N+](=O)[O-])c1 (stereo not drawn)
→ -3, 5, -1, -2.0, -1, -3, -1, 4, 3
> CCOc1ccc(-n2nnnc2SCC(=O)NC2CCCC2)cc1
→ -27, 16, -1, 0.8, 2, 3, -5, -5, 19
> Cc1ccc(/C=N\NC(=O)/C(=C\Nc2nccc(C)n2)NC(=O)c2ccccc2)cc1
→ -1, -10, 5, 0.9, -4, 0, 5, -11, 9
> CC1(C)Cc2ccccc2-c2nnc(SCc3ccccc3)n21
→ 9, 3, 8, 0.1, 2, -5, 10, -4, -7
> CC(=O)c1cn(-c2ccc([N+](=O)[O-])cc2)c(=O)n(C)c1=O
→ -23, 4, -1, -1.4, 3, 7, 1, -3, 12
> COc1ccc(-c2ccc(=O)n(CC(=O)Nc3nnc(C(C)C)s3)n2)cc1OC
→ 6, 3, 3, -0.5, -11, -2, 6, 7, 4
> Cc1ccc(-n2nc3c(=O)n(C(C)C(=O)NCc4ccc(Cl)cc4)nc(C)c3c2C)cc1 (stereo not drawn)
→ -14, -14, 5, 0.0, -6, 4, 0, -2, 6
> C=CCNC(=O)C(=O)NCC(c1ccc2c(c1)OCO2)N1CCN(c2ccc(F)cc2)CC1 (stereo not drawn)
→ -25, -18, -1, 1.7, -2, -10, 15, -7, -4
> O=S(=O)(Nc1nc2ccccc2s1)c1ccc(Cl)s1
→ 27, 58*, 2, -0.2, 0, -10, 11, -11, 15
> Cc1ccc(C(=O)NCCNC(=O)c2ccc(F)cc2)cn1
→ -15, -53, 3, 80*, -1, 2, 8, 5, 10
> CCc1cc(CNC(=O)c2cccc(OC3CCN(S(C)(=O)=O)CC3)c2)on1
→ -2, 3, 1, 2.2, -1, -5, 7, -4, -13
> CCN(CC(=O)NCc1cccs1)C(=O)COc1ccccc1C#N
→ -12, 2, 1, 0.3, 0, 2, 1, 8, 9
> Cc1ccc(S(C)=O)cc1-n1c(=O)n(Cc2ccccc2)c(=O)c2[nH]cnc21 (stereo not drawn)
→ -10, 1, 5, 0.4, 2, 1, -3, -3, -5
> COc1ccc(CCNC(=O)CCC(=O)n2ncc3cc(C)ccc32)cc1OC
→ 0, 22, 0, 1.4, -1, -1, -1, 9, 20
> COc1ccc(Br)cc1S(=O)(=O)N1CCOCC1
→ 0, 5, 5, 0.9, -6, -7, 3, 1, 9
> COc1ccc(CNC(=O)CC[C@H]2O[C@@H](n3cnc4c(NC(=O)c5ccccc5)ncnc43)[C@H](O)[C@@H]2O)cc1
→ -7, x, 2, x, 2, 4, -7, 3, 10

Molecules above with bromine (2):
Fields – TAAR1 antag, CRFBP-R2 block, TAAR1 agonist, CRFBP-R2 agonist, CHRM5 agonist, M5 PAM, M5 antag, CHRM4 PAM, M1 PAM parental
> Cc1nn(-c2ccccc2)c(C)c1/C=N/NC(=O)CSc1nc2ccccc2c(=O)n1-c1ccc(Br)cc1
→ -2, -6, 2, 4.8, -1, 7, 8, 12, -2
> COc1ccc(Br)cc1S(=O)(=O)N1CCOCC1
→ 0, 5, 5, 0.9, -6, -7, 3, 1, 9
